# Screening results as filed in PubChem BioAssay.
# TcdB inh: TcdB glycohydrolase inhibitors, primary screen, biochemical, single point, plate reader | Toxin B (Clostridioides difficile), P18177 | TcdB glycohydrolase enzymatic assay | inhibition, % at 9.99 µM | 350,000 tested, 0.24% active | AID 652162, 2013; in the data active = inhibition above about 10%
# Target sequence (P18177 whole entry, looked up): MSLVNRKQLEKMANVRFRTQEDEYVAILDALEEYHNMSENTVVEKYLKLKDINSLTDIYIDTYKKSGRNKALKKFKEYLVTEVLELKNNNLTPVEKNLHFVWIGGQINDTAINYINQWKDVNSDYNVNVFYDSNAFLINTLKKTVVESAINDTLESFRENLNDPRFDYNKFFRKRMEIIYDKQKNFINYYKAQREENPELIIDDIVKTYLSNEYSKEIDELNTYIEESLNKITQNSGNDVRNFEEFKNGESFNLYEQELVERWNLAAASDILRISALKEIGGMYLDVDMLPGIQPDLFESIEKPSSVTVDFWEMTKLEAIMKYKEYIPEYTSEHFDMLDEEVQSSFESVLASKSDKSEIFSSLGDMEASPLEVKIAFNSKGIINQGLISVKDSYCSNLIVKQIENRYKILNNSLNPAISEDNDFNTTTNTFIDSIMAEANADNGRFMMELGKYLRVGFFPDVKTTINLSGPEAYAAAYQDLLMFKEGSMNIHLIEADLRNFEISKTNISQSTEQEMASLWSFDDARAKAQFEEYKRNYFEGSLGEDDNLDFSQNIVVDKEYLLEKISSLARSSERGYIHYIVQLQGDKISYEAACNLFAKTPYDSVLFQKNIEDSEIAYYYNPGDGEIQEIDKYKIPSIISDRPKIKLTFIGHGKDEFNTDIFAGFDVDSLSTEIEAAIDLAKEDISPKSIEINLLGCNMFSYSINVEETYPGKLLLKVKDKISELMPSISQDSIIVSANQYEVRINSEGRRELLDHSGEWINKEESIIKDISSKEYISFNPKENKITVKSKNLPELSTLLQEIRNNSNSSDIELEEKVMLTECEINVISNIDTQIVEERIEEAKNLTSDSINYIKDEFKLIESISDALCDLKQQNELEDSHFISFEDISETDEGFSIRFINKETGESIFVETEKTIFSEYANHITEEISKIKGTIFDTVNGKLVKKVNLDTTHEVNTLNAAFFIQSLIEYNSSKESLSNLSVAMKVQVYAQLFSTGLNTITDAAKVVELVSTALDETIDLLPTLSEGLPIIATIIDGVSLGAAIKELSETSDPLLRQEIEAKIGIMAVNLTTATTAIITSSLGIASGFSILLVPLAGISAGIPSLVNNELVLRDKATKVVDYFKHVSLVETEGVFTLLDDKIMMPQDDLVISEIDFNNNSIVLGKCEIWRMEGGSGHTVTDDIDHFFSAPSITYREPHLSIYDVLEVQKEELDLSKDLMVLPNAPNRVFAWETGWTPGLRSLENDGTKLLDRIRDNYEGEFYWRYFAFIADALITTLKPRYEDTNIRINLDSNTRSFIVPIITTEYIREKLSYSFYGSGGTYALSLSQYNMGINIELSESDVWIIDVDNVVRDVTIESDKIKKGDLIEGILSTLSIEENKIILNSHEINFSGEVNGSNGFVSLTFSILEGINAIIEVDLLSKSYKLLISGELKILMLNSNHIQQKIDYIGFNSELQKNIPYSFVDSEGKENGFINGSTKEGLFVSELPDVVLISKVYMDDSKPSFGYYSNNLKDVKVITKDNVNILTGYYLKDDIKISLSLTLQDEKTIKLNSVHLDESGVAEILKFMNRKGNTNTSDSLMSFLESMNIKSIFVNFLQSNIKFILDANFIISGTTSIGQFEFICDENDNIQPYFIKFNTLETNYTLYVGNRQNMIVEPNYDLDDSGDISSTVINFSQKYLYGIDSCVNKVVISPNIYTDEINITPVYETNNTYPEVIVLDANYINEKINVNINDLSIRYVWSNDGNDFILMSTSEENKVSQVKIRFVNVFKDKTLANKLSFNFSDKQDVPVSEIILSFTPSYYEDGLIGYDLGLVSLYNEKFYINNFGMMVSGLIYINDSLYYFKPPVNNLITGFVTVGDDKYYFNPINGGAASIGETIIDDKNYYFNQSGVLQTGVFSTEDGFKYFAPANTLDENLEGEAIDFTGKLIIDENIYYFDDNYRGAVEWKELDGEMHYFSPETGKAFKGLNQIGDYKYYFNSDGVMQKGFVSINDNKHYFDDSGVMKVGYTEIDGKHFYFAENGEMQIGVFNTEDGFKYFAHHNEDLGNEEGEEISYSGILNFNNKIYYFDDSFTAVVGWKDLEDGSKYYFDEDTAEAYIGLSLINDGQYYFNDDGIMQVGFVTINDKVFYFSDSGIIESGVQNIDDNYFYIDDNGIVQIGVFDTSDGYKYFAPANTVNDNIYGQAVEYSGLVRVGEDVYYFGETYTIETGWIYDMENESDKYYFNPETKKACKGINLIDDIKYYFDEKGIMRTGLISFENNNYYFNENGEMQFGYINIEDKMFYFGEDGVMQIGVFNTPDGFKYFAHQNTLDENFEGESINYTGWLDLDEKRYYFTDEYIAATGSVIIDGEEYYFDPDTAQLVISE
# * marks the source's active call; other numbers are inactive results. Only part of the results is shown; count on the stated rates, not on these rows.
SMILES,TcdB inh
C[C@@H]1CCCCO[C@@H](CN(C)C(=O)c2ccccc2)[C@H](C)CN([C@@H](C)CO)C(=O)c2cc(NC(=O)C3CCCCC3)ccc2O1,-2.0
CCCNC(=O)N[C@H]1CC[C@H](CC(=O)NCCc2ccccc2)O[C@H]1CO,-0.7
Cc1ccc(S(=O)(=O)N2C[C@@H](O)COC[C@@H]3O[C@H](CC(=O)NCCN4CCCCC4)CC[C@H]32)cc1,-0.3
O=C(C[C@@H]1CC[C@H](NC(=O)C2CCOCC2)[C@@H](CO)O1)NCC1CCCCC1,1.3
C[C@@H]1CN([C@H](C)CO)C(=O)c2cccc(N(C)C)c2O[C@H]1CN(C)CC1CC1,-0.2
COc1ccc2c3c(n(C)c2c1)[C@H](CO)N(C(=O)c1ccncc1)CC31CN(CC2CC2)C1,-0.9
COc1ccc(S(=O)(=O)N(C)C[C@@H]2Oc3ccc(NS(=O)(=O)c4ccc(F)cc4)cc3C(=O)N([C@@H](C)CO)C[C@@H]2C)cc1,-0.5
CO[C@@H]1CN(C)C(=O)c2cc(NC(C)=O)ccc2OC[C@@H](C)N(C(=O)CN(C)C)C[C@H]1C,0.1
COc1ccc(NC(=O)N[C@@H]2CC[C@H](CCn3cc(C4(O)CCCC4)nn3)O[C@H]2CO)cc1,0.1
OC[C@@H]1[C@@H](c2ccc(C#Cc3ccccc3F)cc2)[C@H]2CN(Cc3cncnc3)CCCCN12,-0.3
CC(=O)N[C@H]1CC[C@@H](CCNC(=O)Nc2ccc(C(F)(F)F)cc2)O[C@H]1CO,0.3
C[C@@H]1CN([C@H](C)CO)S(=O)(=O)c2ccc(C3=CCCCC3)cc2O[C@@H]1CN(C)C(=O)c1ccc(F)cc1,-0.5
O=C(Nc1cc(F)ccc1F)N[C@H]1CC[C@@H](CC(=O)N2CCc3ccccc3C2)O[C@@H]1CO,-0.7
O=C(Cc1ccncc1)N1CCCCN2[C@@H](CO)[C@H](c3ccc(C#CC4(O)CCCC4)cc3)[C@@H]2C1,1.4
CCCNC(=O)N1[C@@H]2CN(C(=O)c3cccnc3)c3ccccc3[C@@H]2[C@@H]1CO,0.4
C[C@@H]1CN([C@@H](C)CO)C(=O)c2cccc(NC(=O)c3nc4ccccc4s3)c2O[C@H]1CN(C)Cc1ccc2c(c1)OCO2,0.5
C[C@@H]1CN([C@H](C)CO)C(=O)c2cccc(NC(=O)Nc3ccccc3)c2O[C@H]1CN(C)C(=O)Nc1ccccc1,2.0
O=C(C1CCOCC1)N1CC(=O)N2[C@@H](CO)[C@@H](c3ccc(C#CCc4ccccc4)cc3)[C@@H]2C1,0.0
C[C@H]1CN([C@@H](C)CO)C(=O)c2cc(-c3cccc(F)c3)cnc2O[C@H]1CN(C)C(=O)C1CCCCC1,0.0
C[C@@H]1CN([C@@H](C)CO)S(=O)(=O)c2ccc(C#CCN(C)C)cc2O[C@H]1CN(C)Cc1ccccc1,0.4
COc1ccc(S(=O)(=O)N(C)C[C@H]2Oc3ccc(NS(=O)(=O)c4ccc(F)cc4)cc3C(=O)N([C@@H](C)CO)C[C@H]2C)cc1,0.3
O=C(C[C@@H]1CC[C@H]2[C@@H](COC[C@@H](O)CN2Cc2ccc3c(c2)OCO3)O1)N1CCOCC1,0.1
CN(C)CCCCCCNC(=O)[C@H]1C[C@H]2C(=O)N3CCC[C@H]3C(=O)N2[C@H]1c1cccc(OCCO)c1,1.2
COc1ccc(NC(=O)Nc2ccc3c(c2)C(=O)N([C@@H](C)CO)C[C@H](C)[C@H](CN(C)C(=O)Nc2c(C)noc2C)O3)cc1,-2.3
C[C@@H]1CCCCO[C@H](CN(C)C(=O)c2ccccc2)[C@@H](C)CN([C@H](C)CO)C(=O)c2cc(NS(=O)(=O)c3ccccc3)ccc2O1,1.0
C[C@@H]1CN([C@H](C)CO)C(=O)c2cc(NC(=O)NC3CCCCC3)ccc2O[C@@H]1CN(C)Cc1ccc(-c2ccccc2)cc1,0.4
COCC(=O)Nc1ccc2c(c1)[C@@H]1C[C@@H](CC(=O)NCc3ccccc3OC)O[C@H](CO)[C@@H]1O2,-0.8
O=C(C[C@@H]1CC[C@H](NS(=O)(=O)c2ccc(F)cc2)[C@@H](CO)O1)N1CCN(c2ccccc2)CC1,0.7
CC(C)C#Cc1ccc2c(c1)O[C@H](CN(C)C(=O)C1CC1)[C@H](C)CN([C@H](C)CO)S2(=O)=O,0.1
C[C@H](CO)N1C[C@H](C)[C@@H](CN(C)C(=O)Nc2ccccc2)Oc2c(NC(=O)C3CC3)cccc2C1=O,-0.2
Cn1cnc(S(=O)(=O)N2C[C@@H](O)COC[C@H]3O[C@@H](CC(=O)NC4CCCC4)CC[C@@H]32)c1,-9.4
COc1ccccc1CN1[C@@H]2CN(C(=O)c3ccc(F)cc3)c3ccccc3[C@@H]2[C@@H]1CO,0.7
CCCNC(=O)N1CC(=O)N2[C@H](CO)[C@@H](c3ccc(-c4ccc(C)cc4)cc3)[C@H]2C1,0.8
O=C(Cc1ccccn1)N[C@@H]1C=C[C@@H](CC(=O)N2CCCCC2)O[C@H]1CO,-0.6
C[C@@H]1CN([C@@H](C)CO)C(=O)c2cc(NC(=O)c3ccccc3)ccc2O[C@@H](C)CCCCO[C@@H]1CN(C)C(=O)c1ccccc1,-0.4
COCC(=O)N1C[C@@H]2[C@H](c3ccccc31)[C@@H](CO)N2Cc1ccccc1F,-7.4
Nc1ccccc1-c1cn(CC(=O)Nc2ccon2)nn1,-0.6
CN(C)C(=O)C[C@H]1CC[C@@H]2[C@H](COC[C@@H](O)CN2Cc2ccc(C(F)(F)F)cc2)O1,-1.3
CO[C@@H]1CN(C)C(=O)c2ccc(NC(=O)C3CCCC3)cc2OC[C@H](C)N(C(C)=O)C[C@H]1C,0.3
C[C@@H]1CN([C@@H](C)CO)C(=O)c2cc(C#CCC3CCCC3)cnc2O[C@H]1CN(C)C(=O)CC1CC1,0.2
COc1ccc(S(=O)(=O)N(C)C[C@@H]2Oc3ccc(NC(=O)c4ccncc4)cc3C(=O)N([C@@H](C)CO)C[C@H]2C)cc1,0.4
O=C(C[C@@H]1C=C[C@@H](NC(=O)Nc2cc(F)ccc2F)[C@H](CO)O1)NCc1ccncn1,0.2
C[C@H]1CN([C@@H](C)CO)S(=O)(=O)c2ccc(C#Cc3ccccc3)cc2O[C@@H]1CN(C)C(=O)Cc1ccccn1,0.3
COc1cccc(C#Cc2ccc([C@@H]3[C@@H](C#N)N(C(=O)C4CCC4)[C@H]3CO)cc2)c1,0.7
O=C(C[C@H]1C[C@@H]2c3cc(NC(=O)CC4CC4)ccc3O[C@@H]2[C@H](CO)O1)NCc1cccc(F)c1,-0.2
O=C([C@H]1[C@H](CO)[C@H]2Cn3c(cccc3=O)[C@H]2N1CC1CC1)N1CCc2ccccc2C1,1.3
C[C@@H]1CN([C@H](C)CO)C(=O)c2cccc(NC(=O)CCCCCC(=O)Nc3ccccc3N)c2O[C@H]1CN(C)Cc1ccc(C(F)(F)F)cc1,-0.9
C[C@H](CO)N1C[C@H](C)[C@@H](CN(C)C(=O)Nc2cccc3ccccc23)Oc2c(NC(=O)Nc3ccc4c(c3)OCO4)cccc2C1=O,0.1
C[C@H](CO)N1C[C@H](C)[C@H](CN(C)C(=O)Nc2ccccc2C(F)(F)F)OCc2cnnn2CCCC1=O,-0.9
CC(C)NC(=O)N(C)C[C@@H]1Oc2c(NC(=O)c3cnccn3)cccc2C(=O)N([C@@H](C)CO)C[C@@H]1C,0.0
# New compounds follow:
SMILES,TcdB inh
O=C(Nc1ccccc1)N1CCCCN2[C@H](CO)[C@@H](c3ccc(C#CC4CC4)cc3)[C@H]2C1,0.3
C[C@@H]1CN([C@@H](C)CO)C(=O)c2cc(NC(=O)Nc3ccc(C(F)(F)F)cc3)ccc2O[C@@H](C)CCCCO[C@@H]1CN(C)C(=O)NC1CCCCC1,-1.2
C[C@H]1CN([C@@H](C)CO)C(=O)c2cccc(NC(=O)Nc3ccc4c(c3)OCO4)c2O[C@@H]1CN(C)S(=O)(=O)c1ccccc1,-0.9
O=C(NC1CCC1)[C@@H]1[C@@H](CO)[C@@H]2Cn3c(ccc(-c4ccc(F)cc4)c3=O)[C@H]1N2Cc1cocn1,-0.6
C[C@@H]1CCCCO[C@H](CN(C)C)[C@H](C)CN([C@H](C)CO)C(=O)c2cc(NC(=O)c3ccncc3)ccc2O1,-0.5
CN(C)CC(=O)N[C@H]1C=C[C@@H](CC(=O)NCCN2CCCCC2)O[C@@H]1CO,-0.9
C[C@H]1CN([C@@H](C)CO)C(=O)c2cc(C#CC(C)(C)O)cnc2O[C@H]1CN(C)Cc1ccccn1,-2.1
CC(=O)N(C)C[C@@H]1[C@@H](c2ccc(-c3ccccc3F)cc2)[C@H](CO)N1C(C)=O,0.0
C[C@@H]1CCCCO[C@H](CN(C)S(=O)(=O)c2ccc(Cl)cc2)[C@@H](C)CN([C@H](C)CO)C(=O)c2cc(NS(=O)(=O)c3ccc(F)cc3)ccc2O1,0.5
C[C@@H]1CN([C@@H](C)CO)C(=O)c2cc(NC(=O)C3CCCCC3)ccc2O[C@@H](C)CCCCO[C@H]1CN(C)S(=O)(=O)c1ccc(F)cc1,0.3
O=C(Cc1ccccn1)N[C@@H]1CC[C@@H](CCn2cc(-c3ccccc3)nn2)O[C@@H]1CO,-0.2
O=C(C[C@@H]1C[C@@H]2c3cc(NC(=O)NC4CCCCC4)ccc3O[C@@H]2[C@H](CO)O1)NCCc1ccccc1,-0.8
CO[C@@H]1CN(C)C(=O)c2ccc(NC(=O)C3CC3)cc2OC[C@H](C)N(Cc2ccccc2)C[C@H]1C,-8.9
C[C@H]1CCCCO[C@@H](CN(C)C(=O)c2ccncc2)[C@@H](C)CN([C@@H](C)CO)C(=O)c2cc(NC(=O)C3CCCCC3)ccc2O1,-1.1
CCCNC(=O)N1CC2(C1)[C@H](c1ccccc1)[C@@H](CO)N2Cc1ccc(F)cc1,-1.5
CCCC#Cc1ccc2c(c1)O[C@H](CN(C)Cc1ccccn1)[C@H](C)CN([C@H](C)CO)S2(=O)=O,-5.9
O=C(c1ccc(F)cc1)N1CCCCN2[C@@H](CO)[C@@H](c3ccc(-c4ccc(F)cc4)cc3)[C@@H]2C1,1.4
C/C=C/c1ccc2c(c1)O[C@@H](CN(C)Cc1cccnc1)[C@@H](C)CN([C@@H](C)CO)S2(=O)=O,0.2
CC(C)NC(=O)Nc1ccc2c(c1)CC(=O)N([C@H](C)CO)C[C@@H](C)[C@H](CN(C)S(C)(=O)=O)O2,-0.1
Cc1noc(C)c1S(=O)(=O)Nc1ccc2c(c1)C(=O)N([C@H](C)CO)C[C@@H](C)[C@@H](CN(C)C(=O)Nc1ccc3c(c1)OCO3)OCCCC[C@@H](C)O2,-0.9
CC(=O)N1[C@@H]2Cn3c(ccc(C4=CCCC4)c3=O)[C@H]1[C@@H](C(=O)NC1CCCCC1)[C@@H]2CO,-1.2
COc1ccc2c3c(n(C)c2c1)[C@H](CO)N(Cc1ccccc1)CC31CN(C(=O)Nc2cccc(F)c2)C1,0.1
O=C(Nc1cc(F)ccc1F)N[C@@H]1C=C[C@H](CC(=O)N2CCc3ccccc3C2)O[C@H]1CO,0.9
COc1ccc(NC(=O)Nc2ccc3c(c2)C(=O)N([C@H](C)CO)C[C@@H](C)[C@H](CN(C)Cc2ccccc2)OCCCC[C@H](C)O3)cc1,0.1
COCC#Cc1cnc2c(c1)C(=O)N([C@H](C)CO)C[C@@H](C)[C@H](CN(C)C(=O)Cc1ccncc1)O2,0.6
CCCNC(=O)N1CC2(C1)CN(C(C)=O)[C@H](CO)c1c2c2ccc(OC)cc2n1C,0.2
C[C@@H]1CN([C@@H](C)CO)C(=O)c2cc(C#CCN(C)C)cnc2O[C@@H]1CN(C)S(=O)(=O)c1ccccc1,0.2
COc1ccc(C#Cc2ccc([C@@H]3[C@H](CO)N4CCCCN(C(=O)Cc5cccnc5)C[C@@H]34)cc2)cc1,1.3
COCCNC(=O)C[C@H]1C[C@@H]2c3cc(NC(=O)C4CCC4)ccc3O[C@@H]2[C@H](CO)O1,-9.9
CCCN(C)C[C@H]1OCCCC[C@@H](C)Oc2ccc(NS(=O)(=O)c3ccc(F)cc3)cc2C(=O)N([C@@H](C)CO)C[C@H]1C,1.5
C[C@@H]1CN([C@@H](C)CO)C(=O)c2cc(-c3ccc(F)cc3)cnc2O[C@H]1CN(C)CC1CCCCC1,0.3
C[C@H](CO)N1C[C@H](C)[C@H](CN(C)C(=O)C2CCCCC2)Oc2ncc(C#Cc3cccc(F)c3)cc2C1=O,-0.7
O=C(C[C@@H]1CC[C@H]2[C@@H](COC[C@H](O)CN2Cc2ccc(Oc3ccccc3)cc2)O1)N1CCCCC1,0.0
